OXTR potentiate: potentiates the human oxytocin receptor response. P30559. CHO-OTR cells, Fluo-8 calcium fluorescence, potentiator mode; 0% = oxytocin EC15, 100% = EC100. activation, % at 3 µM. hit rate 0.061% among 320,000;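 active = activation above that plate's cutoff, the mean activation of tested compounds plus 3 SD, cut at about 6.6% in these data, passing the limit was not always enough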;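 note: 100% uses oxytocin at 75 nM as the full agonist control; some results filed as inactive read as strong as hits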
Target sequence (P30559 whole entry, looked up): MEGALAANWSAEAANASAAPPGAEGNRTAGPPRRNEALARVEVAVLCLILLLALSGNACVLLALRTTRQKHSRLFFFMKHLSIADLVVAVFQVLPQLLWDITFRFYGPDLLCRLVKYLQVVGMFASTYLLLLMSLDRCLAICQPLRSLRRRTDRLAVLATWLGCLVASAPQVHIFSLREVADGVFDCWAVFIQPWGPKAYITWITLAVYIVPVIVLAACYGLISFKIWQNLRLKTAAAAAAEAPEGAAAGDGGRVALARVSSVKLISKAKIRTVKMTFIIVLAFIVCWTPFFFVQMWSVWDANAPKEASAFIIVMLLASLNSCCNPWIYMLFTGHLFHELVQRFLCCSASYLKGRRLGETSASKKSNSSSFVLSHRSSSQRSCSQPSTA
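System: human OTR in CHO cells / Also added: sub-maximal oxytocin, roughly EC15 / Control set: EC15 oxytocin low, 75 nM oxytocin high / Schedule: 6 min compound pre-incubation at room temperature, 100 s kinetic read / Compound: single-point 3.0 µM / Replication: singlicate / Technique: Fluo-8 calcium dye fluorescence / Read-out basis: % activation of max/min ratio relative to oxytocin controls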
TAAR1 ag: human TAAR1 agonism; CHO RD-HGA16 TAAR1, Fluo-8 calcium fluorescence; vehicle wells 0%, saturating PEA agonist 100%; Q96RJ0; hit rate 0.99% among 360,000; activation, % at 3 µM;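 active = activation above the mean activation of all test compounds in the run plus 3 SD, cut at about 38% in these data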
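System: CHO-derived RD-HGA16 cells with stable Gα16 and human TAAR1. Times: 17-24 h plating, Fluo-8 75 min 37 °C, 30 min RT. Measured by: calcium-sensitive Fluo-8 signal, excitation 470-495, emission 515-575 nm. Read-out basis: % activation relative to PEA EC100 response. Control set: DMSO and PEA EC100. Repeats: no replicates (n 1).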
CHO-K1 Ca antag: counter-screen for M1 antagonists: effect in parental CHO-K1 cells | ATP-induced calcium, Fluo-8 fluorescence | inhibition, % at 3 µM | hit rate 0.6% among 360,000 | AID 602250;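 active = inhibition above a per-plate cutoff, the plate's mean sample inhibition plus 3 SD, cut at about 24% in these data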;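 note: 0% = DMSO plus EC80 ATP and 100% = DMSO alone without ATP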
V1R ag counter: activates human V1a receptor in oxytocin agonist counter-screen. CHO-V1R cells, Fluo-8 calcium fluorescence, agonist mode; 0% DMSO, 100% 3 nM vasopressin. activation, % at 3 µM. hit rate 0.25% among 320,000. AID 2797;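 active = activation above the mean activation of all tested compounds plus 3 SD, per screening run, cut at about 20% in these data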;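 note: signal is peak over basal fluorescence ratio across a 100 second FLIPR read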
Target sequence (P37288 whole entry, looked up): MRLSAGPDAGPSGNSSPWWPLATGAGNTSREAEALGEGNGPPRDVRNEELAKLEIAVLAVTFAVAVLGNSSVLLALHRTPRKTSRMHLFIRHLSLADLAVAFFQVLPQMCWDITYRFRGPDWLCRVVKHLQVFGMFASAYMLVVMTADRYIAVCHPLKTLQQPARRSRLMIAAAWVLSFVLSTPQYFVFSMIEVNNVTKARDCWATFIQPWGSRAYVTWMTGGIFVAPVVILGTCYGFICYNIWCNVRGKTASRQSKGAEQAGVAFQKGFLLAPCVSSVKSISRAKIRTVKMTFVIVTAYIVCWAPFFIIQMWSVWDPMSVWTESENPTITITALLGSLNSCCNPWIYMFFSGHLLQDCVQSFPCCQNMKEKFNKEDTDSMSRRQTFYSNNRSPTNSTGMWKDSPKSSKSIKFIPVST
CHRM1 agonist: human M1 muscarinic receptor agonism | P11229 | CHO-K1 hM1, Fluo-8 calcium fluorescence, agonist mode; 0% DMSO, 100% acetylcholine EC100 | activation, % at 3 µM | hit rate 0.33% among 360,000 | AID 588814;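 active = activation above the run's mean compound activation plus 3 SD, cut at about 16% in these data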;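 note: peak over basal fluorescence ratio within a 140 s kinetic read after compound addition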
CHO-K1 Ca ag: counter-screen for M1 agonists: effect in parental CHO-K1 cells; Fluo-8 calcium fluorescence; scaled to maximal ATP response, vehicle zero; activation, % at 3 µM; AID 602248; hit rate 0.48% among 360,000; in the data active = activation above about 15%;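 note: untransfected CHO-K1 host cells lacking M1 receptor as counterscreen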
TAAR1 antagonist: human TAAR1 antagonism; CHO RD-HGA16 TAAR1, Fluo-8 calcium fluorescence, antagonist; inhibition, % at 3 µM; hit rate 1.5% among 360,000;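 active = inhibition above a per-plate cutoff, the mean inhibition of test compounds on that plate plus 3 SD, cut at about 49% in these data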;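 note: 0% = DMSO plus EC80 beta-PEA response and 100% = DMSO alone without agonist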
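Material: RD-HGA16 CHO cells with stable hTAAR1 and Gα16; Dosing: single nominal final test compound concentration of 3 µM; Schedule: seeding 17-24 h prior, 75-min 37 °C, 30-min RT dye loading; Detection: kinetic Fluo-8 calcium fluorescence measurement; Measure: % inhibition from peak post-agonist over basal fluorescence ratio; Benchmarks: vehicle and agonist controls.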
M1 PAM parental: counter-screen for M1 PAMs: effect in parental CHO-K1 cells | ATP EC20, Fluo-8 calcium fluorescence; 0% at ATP EC20, 100% at ATP max | activation, % at 3 µM | hit rate 0.02% among 360,000;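 active = activation above the run cutoff, the mean activation of all test compounds plus 3 SD, cut at about 40% in these data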;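 note: peak over basal fluorescence ratio in a 140 s read after ATP addition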
CHO parental Ca: counter-screen: ATP calcium response change in parental CHO cells; inhibition, % at 5.6 µM; hit rate 0.63% among 330,000; parental CHO-K1, ATP-induced calcium, Fluo-8 fluorescence;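 active = inhibition above that plate's mean sample inhibition plus 3 SD, cut at about 26% in these data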;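 note: 0% = ATP-challenged DMSO wells and 100% = DMSO wells without ATP; some compounds past the cut are filed as inactive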
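Assay system: parental CHO cells; Read-out basis: percent inhibition of ATP-evoked calcium rise, normalized to controls; Benchmarks: ATP and no-ATP DMSO wells; Compound dosing: single nominal dose of 5.6 µM per compound; Signal: Fluo-8 calcium dye fluorescence; Also added: ATP as calcium-mobilizing challenge; Repeats: singlicate.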
The depositor's hits bear a star; . = no result given.

SMILES	OXTR potentiate	TAAR1 ag	CHO-K1 Ca antag	V1R ag counter	CHRM1 agonist	CHO-K1 Ca ag	TAAR1 antagonist	M1 PAM parental	CHO parental Ca
Cc1ccc2[nH]c(=O)c(CN(Cc3ccco3)S(=O)(=O)c3c(C)ccc4nsnc34)cc2c1	-19	16	-26	0.9	-1	2.0	34	13	-16
COc1ccc(Oc2nc(-c3ccccn3)nc3ccccc23)cc1	-6	0	-9	0.7	-2	0.9	-14	10	-14
CCSc1ccccc1C(=O)NC1CCCCC1	-2	4	-4	-0.9	-10	1.0	2	6	-10
CC(=O)c1ccc(NC(=O)/C(=C\c2ccccc2)NC(=O)c2ccco2)cc1	1	4	8	0.8	-8	0.2	-2	-14	-14
Cc1c(Br)c([N+](=O)[O-])nn1C(C)C(=O)NCc1cccnc1 (stereo unspecified)	-3	1	-7	-0.2	-7	0.8	-3	22	-11
O=C(CSc1nnc(CNC(=O)c2cccs2)o1)NC1CCCC1	-4	10	-5	0.8	-2	5.1	15	17	1
COCCNC(=O)c1c(CSc2ccc(F)cc2)noc1C(=O)NCc1ccccc1	0	11	-1	1.8	-6	-0.7	8	6	-25
CC(=O)C(C(c1ccccc1)c1c[nH]c2ccccc12)[N+](=O)[O-] (stereo unspecified)	-3	4	-7	-0.1	-6	-0.2	0	3	-7
O=C(OCC(=O)N1CCCCC1)c1cccc(NS(=O)(=O)c2ccccc2)c1	-5	1	-1	2.3	-3	1.9	6	2	-19
Cc1ccc(C)c(S(=O)(=O)Nc2ccccc2C(=O)Nc2ccc(S(=O)(=O)Nc3ncccn3)cc2)c1	3	12	-2	-0.1	-6	0.2	-12	9	-9
COc1ccc(OC)c(NC(=O)COc2cc(O)c3c(c2)OC(C)(C)CC3=O)c1	.	1	11	.	-4	2.0	42	-4	.
N#C/C(=C\Nc1ccc2c(c1)OCCO2)c1nc(-c2ccccc2)cs1	-16	7	3	-0.1	-4	0.8	22	-12	-4
CC1CC(C)CN(C(=O)COC(=O)COc2ccccc2C#N)C1 (stereo unspecified)	-8	9	-2	0.0	-3	-0.3	-9	4	-1
COc1ccc(OC)c2c(N)c(C#N)c(C(F)(F)C(F)(F)F)nc12	-9	6	3	1.4	-2	-0.1	-5	-2	-12
CC(C)Oc1ccc(CNS(=O)(=O)c2csc(C(N)=O)c2)cc1	-14	2	-4	2.9	7	2.3	-13	-4	-7
CCCCn1nc(C(=O)Nc2ccccc2N2CCCC2)c2ccccc2c1=O	-8	7	-14	-0.7	2	0.2	26	8	-56
Cc1ccc(NC(=O)C(=O)C2C(=O)Nc3ccccc32)cc1 (stereo unspecified)	0	-4	-11	-0.5	-1	-0.1	-9	9	-8
O=C(NCc1n[nH]c(=O)c2ccccc12)C1CC(=O)N(c2ccccc2)C1 (stereo unspecified)	-4	1	14	0.7	-2	0.2	7	0	7
CN(C)c1ccc(NC(=O)c2ccc(COc3cccc(Cl)c3)o2)cc1	-12	-2	2	-0.9	-5	0.6	1	-4	-5
O=C(c1ccccc1)c1ccc(OCCO)cc1	-2	2	-15	-0.7	0	7.1	9	15	-1
CCCOc1c(Br)cc(C(N)=O)cc1OCC	-6	4	14	-1.1	-8	-0.1	-1	-11	-2
COc1ccc(C(=O)Oc2cc(C)[nH]c(=O)c2[N+](=O)[O-])c(OC)c1	-2	0	12	1.1	1	0.5	-7	9	-3
CCOC(=O)Cn1cc(C#N)c2cccc(CC)c21	-5	3	-10	-2.1	-5	0.0	14	11	8
O=C(NNC(=S)NC1CCCCC1)c1cccc(S(=O)(=O)Nc2ccccc2Cl)c1	-1	0	7	-0.4	-3	0.7	9	3	-22
O=C(O)CNS(=O)(=O)c1ccc(Br)s1	-10	0	-2	4.8	-3	0.1	4	-3	15

Reprinted from the part before: 3 entries, then new ones.
SMILES	OXTR potentiate	TAAR1 ag	CHO-K1 Ca antag	V1R ag counter	CHRM1 agonist	CHO-K1 Ca ag	TAAR1 antagonist	M1 PAM parental	CHO parental Ca
CCOC(=O)Cn1cc(C#N)c2cccc(CC)c21	-5	3	-10	-2.1	-5	0.0	14	11	8
O=C(NNC(=S)NC1CCCCC1)c1cccc(S(=O)(=O)Nc2ccccc2Cl)c1	-1	0	7	-0.4	-3	0.7	9	3	-22
O=C(O)CNS(=O)(=O)c1ccc(Br)s1	-10	0	-2	4.8	-3	0.1	4	-3	15
CC(=O)Nc1ccc(NC(=O)c2cc(-c3cc(F)ccc3OCC3CCCO3)n[nH]2)cc1 (stereo unspecified)	.	10	9	.	-3	3.3	14	-13	.
CC(=O)C1=C(O)C(=O)N(c2ccccn2)C1c1cccc(F)c1 (stereo unspecified)	-6	0	-13	2.0	-5	0.7	-3	8	-2
CC(=O)c1sc(=S)n(-c2ccccc2)c1C	-4	-1	-10	-1.0	-8	-0.1	2	13	3
Cc1ccc(S(=O)(=O)N2CCN(C(=O)CNC(=O)c3ccc(Br)o3)CC2)cc1	-17	0	0	-1.3	-1	0.5	-9	1	-17
O=C(C1CC(=O)N(C2CCCC2)C1)N1CCN(c2ccccc2)CC1 (stereo unspecified)	-3	0	60*	1.1	-3	0.7	-12	8	-10
CCn1ccnc1CNC(=O)CC1C(=O)NCCN1Cc1ccc(OC)cc1OC (stereo unspecified)	-13	1	-5	0.1	-1	0.8	-11	10	7
COCCNC(=O)NC12CC3CC(CC(C3)C1)C2	1	0	-15	-1.1	-2	0.4	-1	34	5
CC1(OC(=O)CCc2ccccc2)C(=O)C=C2C=C(c3ccc(C#N)cc3)N(Cc3ccco3)C=C2C1=O (stereo unspecified)	-3	2	7	0.8	-5	0.0	-19	-19	-10
CC(C)[C@H](NS(=O)(=O)c1ccc(Cl)cc1)C(=O)OCC(=O)c1c(N)n(C)c(=O)n(C)c1=O	-8	21	14	3.4	3	5.6	23	-17	-21
Clc1ccccc1-c1nnc2n1-c1ccccc1SC2	-5	3	-5	4.1	-4	4.3	-11	0	-9
O=C(N/N=C/c1ccc2c(c1)OCO2)c1cc(-c2ccccc2Cl)nc2ccccc12	-6	2	1	1.2	-3	-0.1	10	0	-33
CSc1ccc(S(=O)(=O)Nc2ccc(S(=O)(=O)Nc3ccc(C)cc3)cc2)cc1	-5	34	-10	1.9	12	3.8	1	20	-10
Cc1cccc(C)c1-n1nnnc1C(c1ccnc2ccccc12)N(Cc1ccccc1)Cc1ccccc1 (stereo unspecified)	.	0	-20	.	.	1.7	-5	12	.
CC(C)Sc1ccc(C(=O)Nc2ccc(F)cc2F)cn1	-5	5	-14	-0.9	-10	0.6	12	25	13
Cc1cc(Br)ccc1SCC(=O)OCC(=O)Nc1ccc2[nH]c(=O)[nH]c2c1	-4	12	-12	0.3	-2	0.1	2	13	-9
COc1ccccc1OCc1nnc(SCC(=O)Nc2ccc(C)cc2)n1C	-4	2	-14	-1.6	-4	0.2	-13	17	-25
CCOC(=O)c1sc(NC(=O)CSc2nnc(-c3ccc(OC)cc3)n2CCOC)nc1C	2	11	2	-0.2	-7	0.0	3	-2	-13
CC(C)C(O)P(=O)(OCc1ccccc1)c1ccc(N(C)C)cc1 (stereo unspecified)	-11	0	0	-0.7	-7	0.2	9	6	0
COc1ccc(N2CCN(C(=O)c3cc4cc(Cl)ccc4[nH]3)CC2)cc1	-2	0	-10	0.1	-3	0.8	3	-5	-11
COCC(=O)N1CCc2ccc(NC(=O)c3ccccc3Cl)cc2C1	0	5	-5	1.1	-3	0.3	-13	10	-1
CC(=O)Oc1ccc(C(=O)NCc2ccco2)cc1	3	0	-15	-0.4	-3	0.3	7	22	-12
CN(C(=O)CSc1nnc(Cc2cccs2)n1C1CC1)C1CCS(=O)(=O)C1 (stereo unspecified)	.	2	19	.	-6	-0.6	-18	10	.
O=C(N/N=C/c1ccc(O)cc1)c1nc(-c2ccccc2)n(-c2ccccc2)n1	-6	-2	-7	-0.3	-7	0.2	-5	13	-9
COc1ccc(/C=N/NC(=S)Nc2ccccc2)cc1COc1ccc(Br)cc1	-1	-1	-7	0.0	-3	0.1	-1	-2	-19
O=C(NCc1ccco1)C(c1cccs1)N(Cc1ccccc1)C(=O)Cn1nnc2ccccc21 (stereo unspecified)	-16	7	-9	-0.4	-1	3.1	27	3	-33

The list goes on:
SMILES	OXTR potentiate	TAAR1 ag	CHO-K1 Ca antag	V1R ag counter	CHRM1 agonist	CHO-K1 Ca ag	TAAR1 antagonist	M1 PAM parental	CHO parental Ca
CCC1(C2=CCCCC2)C(=O)NC(=S)N=C1N (stereo unspecified)	.	1	-10	.	-4	1.1	-2	21	.
CC(=O)NCCc1ccc(S(=O)(=O)NCc2ccc3c(c2)OCO3)cc1	-5	6	-10	1.0	-3	1.7	-2	19	-1
CCOC(=O)c1nncc(-c2ccccc2)n1	-2	3	-12	0.5	-2	0.4	-6	12	-3
c1ccc(Cn2c(CNc3nc4ccccc4n3CCN3CCOCC3)nc3ccccc32)cc1	-6	3	-2	-0.2	-9	5.3	11	-5	-26
CN(c1ccc(OCC(=O)OCC(=O)NCc2ccco2)cc1)S(=O)(=O)c1ccc2ccccc2c1	-16	2	2	1.4	-3	4.6	30	5	0
C/C(=N\Nc1nc2ccccc2s1)c1ccc2c(c1)OCO2	-11	0	-3	0.8	-7	0.1	-18	14	-14
CCCS(=O)(=O)NC(=O)C1(C)CCCN(C(=O)COc2ccccc2)C1 (stereo unspecified)	.	0	-9	.	-1	0.2	6	-2	.
O=c1[nH]c(CSc2nc3ccccc3s2)nc2ccccc12	-1	2	-12	1.2	0	2.9	-36	17	-18
Cc1ccc(C(O)c2nc3ccccc3n2C)cc1 (stereo unspecified)	.	5	7	.	-3	1.6	-10	-11	.
COc1cccc2c1NC(C(=O)O)C1CC=CC21 (stereo unspecified)	-3	.	1	-0.8	0	2.0	.	-3	4
CCc1cc(C(=O)N/N=C/c2ccc(O)cc2)c2ccccc2n1	-9	3	-4	0.3	9	-0.1	-19	-6	-12
O=C(COC(=O)c1cc[n+]([O-])cc1)Nc1ccc(SC(F)F)cc1	-3	1	-4	1.0	-3	0.1	-7	-5	-3
O=C(N/N=C1\C2CN3CCN(C2)CC1(c1ccccc1)C3)c1ccc(F)cc1	-4	2	1	-0.2	-5	0.2	-5	6	-5

Screens as filed in PubChem BioAssay.
